Bioassay records (PubChem BioAssay)
STAT3 inh: inhibitors of IL-6 induced STAT3 signaling | U3A cells, IL-6 STAT3-luciferase reporter, luminescence; host cell line lacks STAT1 | inhibition, % at 5.5 µM | hit rate 0.89% among 190,000 | AID 862;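 active = inhibition above the mean inhibition across all screened compounds plus 3 SD, cut at about 44% in these data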;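 also: 0% = DMSO only wells and 100% = 100 µM nifuroxazide control wells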
STAT3 activator: increases IL-6 driven STAT3 reporter signal | U3A cells, IL-6 STAT3-luciferase reporter, luminescence; 100% = signal with IL-6 EC80 alone | activation (% of control), % at 5.6 µM | hit rate 0.91% among 190,000 | AID 871;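 active = activation above the screen-wide mean of compound activation plus 3 SD, cut at about 130% in these data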;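 also: 0% = background luminescence of wells with medium and substrate only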
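Assay system – human STAT1-deficient U3A cells with stable STAT3-luciferase reporter · Also added – IL-6 (33 ng/mL) · Schedule – compound 1 h, then IL-6 6 h at 37 °C · Technique – reporter luminescence signal · Evaluation – % activation versus median of IL-6-stimulated wells · Benchmarks – IL-6-only wells as 100% reference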
SRC2 TRFRET art: counter-screen for PPARgamma SRC-2 recruitment agonists: TR-FRET artefact; hit rate 0.4% among 200,000; AID 1049; hits give high values; TR-FRET ratio at 8 µM; in the data active = TR-FRET ratio above about 2000; also: inactives centre near 1500
PPARg SRC-2 ag: PPARgamma-driven SRC-2 recruitment agonism | P37231 | PPARgamma LBD-SRC-2 recruitment, biochemical | activation, % at 8 µM | hit rate 0.34% among 200,000; in the data active = activation above about 22%;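 also: 0% = vehicle and 100% = reference agonist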
bIAP act: intestinal alkaline phosphatase (bovine) activation. purified bovine IAP, CDP-star luminescence, 30 min; hits give high values; fold of DMSO-control signal, blank-subtracted. AID 1016. hit rate 0.17% among 200,000. activation factor at 20 µM;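 active = activation factor of 2 or more at 20 µM, a signal rise over negative controls twice the positive control's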
STAT1 blocker: inhibitors of IFN-gamma induced STAT1 signaling; NIH 3T3 STAT1-luciferase reporter, luminescence; inhibition, % at 5.5 µM; hit rate 0.35% among 200,000; AID 920;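 active = inhibition above a set limit, the mean inhibition across all tested compounds plus 3 SD, cut at about 34% in these data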;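 also: 0% = IFN-gamma with DMSO and 100% = IFN-gamma with 300 µM nifuroxazide; values of inactives mirror those of a sister screen read the other way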
ROMK primary: human ROMK K+ channel modulation, primary screen; hit rate 2% among 130,000; B-score at 10 µM; Tet-inducible ROMK, thallium flux fluorescence; actives lie on both sides; P48048;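 active = signal ratio slope over the read window, or its plate-corrected B-score, at least 3 SD from the plate mean, either direction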;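 also: B-score of the F/F0 ratio slope over 7 to 12 s after thallium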
Target sequence (P48048 whole entry, looked up): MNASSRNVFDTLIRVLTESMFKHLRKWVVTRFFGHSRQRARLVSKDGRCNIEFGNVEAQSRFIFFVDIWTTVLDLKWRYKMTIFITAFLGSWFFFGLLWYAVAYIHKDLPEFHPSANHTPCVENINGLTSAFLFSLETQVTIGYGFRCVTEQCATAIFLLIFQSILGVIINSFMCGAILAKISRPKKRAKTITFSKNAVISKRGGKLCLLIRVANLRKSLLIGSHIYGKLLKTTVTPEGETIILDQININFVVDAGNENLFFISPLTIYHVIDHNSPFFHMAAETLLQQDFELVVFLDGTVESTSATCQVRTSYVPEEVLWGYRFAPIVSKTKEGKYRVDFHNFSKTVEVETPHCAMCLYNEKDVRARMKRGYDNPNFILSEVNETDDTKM
TNAP act hiacc: increases human TNAP activity under high phosphate acceptor concentration; P05186; purified TNAP, CDP-star luminescence, 1 M DEA, 30 min; hits give high values; 0 = EDTA background, 1 = DMSO-only activity; activation factor at 20 µM; 200,000 tested, under 10 active;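 active = activation factor at least 2 at 20 µM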
Target sequence (P05186 whole entry, looked up): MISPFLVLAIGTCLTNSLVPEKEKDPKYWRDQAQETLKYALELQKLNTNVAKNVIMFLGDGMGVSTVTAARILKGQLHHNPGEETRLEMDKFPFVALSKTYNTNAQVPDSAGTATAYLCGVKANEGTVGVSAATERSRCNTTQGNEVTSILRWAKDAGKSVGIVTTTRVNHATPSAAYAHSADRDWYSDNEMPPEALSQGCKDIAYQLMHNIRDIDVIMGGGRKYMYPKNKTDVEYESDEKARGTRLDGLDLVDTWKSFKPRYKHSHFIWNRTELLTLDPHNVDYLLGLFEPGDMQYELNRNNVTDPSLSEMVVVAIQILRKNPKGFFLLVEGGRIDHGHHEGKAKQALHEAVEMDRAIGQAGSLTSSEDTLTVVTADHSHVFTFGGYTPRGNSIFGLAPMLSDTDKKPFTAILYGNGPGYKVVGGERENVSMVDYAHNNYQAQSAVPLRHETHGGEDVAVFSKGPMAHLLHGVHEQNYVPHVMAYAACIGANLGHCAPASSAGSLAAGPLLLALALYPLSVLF
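system = human TNAP | amount = enzyme diluted 1/800 final | reagent = 100 µM CDP-star substrate | signal = luminescent substrate turnover signal | dosing = one dose, 20 µM | benchmarks = EDTA negative control, DMSO positive control | measure = activation factor | timing = 30 min reaction, room temperature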
bIAP inh: intestinal alkaline phosphatase (bovine) inhibition; AID 1019; purified bovine IAP, CDP-star luminescence, 30 min; inhibition, % at 20 µM; 190,000 tested, under 10 active;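 active = over 50% inhibition of intestinal alkaline phosphatase at 20 µM in the single-dose screen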
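Assay system – bovine IAP enzyme · Quantity – bovine IAP at 1/65,000,000 final dilution · Detection – CDP-star luminescence signal · Times – 30 min reaction at room temperature · Also added – CDP-star substrate at 30 µM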
PPARg SRC3 recr: promotes SRC-3 coactivator recruitment by human PPARgamma; biochemical PPARgamma/SRC-3 coactivator recruitment assay; activation, % at 8 µM; hit rate 0.26% among 200,000; in the data active = activation above about 23%;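 also: 0% = DMSO and 100% = reference agonist; some compounds past the cut are filed as inactive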
PPARg SRC1 recr: promotes SRC-1 coactivator recruitment by human PPARgamma. hit rate 0.41% among 200,000. P37231. activation, % at 8 µM. PPARgamma-SRC-1 coactivator recruitment biochemical assay; in the data active = activation above about 19%;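 also: 0% = DMSO and 100% = reference agonist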
* marks the source's active call; other numbers are inactive results; . = not tested or not shown.

canonical_smiles,SRC2 TRFRET art,STAT3 inh,bIAP inh,ROMK primary,bIAP act,STAT3 activator,PPARg SRC-2 ag,STAT1 blocker,PPARg SRC1 recr,PPARg SRC3 recr,TNAP act hiacc
CN(Cc1ccco1)C(=O)c1ccc(N2CCCC2=O)cc1,1436,9.9,-0.2,0.275,1,95.9,-5.8,-3.9,4.4,-10.9,1
OCc1ccnc2c(O)cccc12,1451,6.6,-22.2,.,1.2,102.9,6.3,0.8,1.9,0.2,1
Fc1ccc(-c2nc3cnccn3c2NC2CCCC2)cc1,1725,5.2,-17.1,.,1.2,97.5,-4.5,2.4,-0.1,0.3,1.1
Cc1cc(N2CCC3(CC2)OCCO3)n2nc(C)c(-c3ccc(Cl)cc3)c2n1,1432,-13.8,.,.,.,113.7,-6.1,-2.7,0.1,-0.9,.
CN1CCN(c2ccc(C(=O)c3ccccc3)cc2[N+](=O)[O-])CC1,1578,10.1,9.6,-1.93,0.9,95.0,4.0,-9.4,7.3,5.0,1
C/C=C/c1ccc(OCCCNC2CCCC2)c(OC)c1,1620,-3.0,-6.1,.,1.1,103.8,6.6,8.6,-2.7,10.8,1
O=C(C1CCN(C2CC(=O)N(c3ccc(Cl)cc3)C2=O)CC1)N1CCOCC1 (centres undefined),1455,-4.7,3.8,0.38,1,106.7,-7.3,-3.3,-9.7,1.7,1
CCOc1ccc(N=C2NC(=O)C(CC(=O)O)S2)cc1 (centres undefined),1667,0.8,9.5,.,0.9,104.8,2.5,-5.8,2.9,-9.4,1
CCn1c(C(C)NC(=O)c2cccc(C)c2)nc2ccccc21 (centres undefined),1551,3.2,-2.2,.,1,101.3,4.2,1.8,-3.0,-2.0,1.1
CC(C)OCCCNC(=O)c1ccc2c(=O)n(Cc3ccc4c(c3)OCO4)c(=S)[nH]c2c1,1535,3.1,15.2,0.108,0.8,99.2,5.2,-3.7,9.4,5.4,1

An excerpt from above in order of the bIAP inh value, descending.
| mol | bIAP inh | ROMK primary | bIAP act | STAT3 activator | PPARg SRC-2 ag | STAT1 blocker | PPARg SRC1 recr | PPARg SRC3 recr | TNAP act hiacc |
| --- | --- | --- | --- | --- | --- | --- | --- | --- | --- |
| CN1CCN(c2ccc(C(=O)c3ccccc3)cc2[N+](=O)[O-])CC1 | 9.6 | -1.93 | 0.9 | 95.0 | 4.0 | -9.4 | 7.3 | 5.0 | 1 |
| O=C(C1CCN(C2CC(=O)N(c3ccc(Cl)cc3)C2=O)CC1)N1CCOCC1 (centres undefined) | 3.8 | 0.38 | 1 | 106.7 | -7.3 | -3.3 | -9.7 | 1.7 | 1 |
| CN(Cc1ccco1)C(=O)c1ccc(N2CCCC2=O)cc1 | -0.2 | 0.275 | 1 | 95.9 | -5.8 | -3.9 | 4.4 | -10.9 | 1 |
| C/C=C/c1ccc(OCCCNC2CCCC2)c(OC)c1 | -6.1 | . | 1.1 | 103.8 | 6.6 | 8.6 | -2.7 | 10.8 | 1 |
| Fc1ccc(-c2nc3cnccn3c2NC2CCCC2)cc1 | -17.1 | . | 1.2 | 97.5 | -4.5 | 2.4 | -0.1 | 0.3 | 1.1 |
| OCc1ccnc2c(O)cccc12 | -22.2 | . | 1.2 | 102.9 | 6.3 | 0.8 | 1.9 | 0.2 | 1 |

Carrying on.
canonical_smiles,SRC2 TRFRET art,STAT3 inh,bIAP inh,ROMK primary,bIAP act,STAT3 activator,PPARg SRC-2 ag,STAT1 blocker,PPARg SRC1 recr,PPARg SRC3 recr,TNAP act hiacc
CNC(=O)CCC(=O)Nc1ccc(C)cc1,1568,6.0,-17.0,0.107,1.2,101.0,2.7,-5.9,3.4,2.6,1.1
COc1cc(C=Nc2cccc(C)c2)c(O)c([N+](=O)[O-])c1,1676,-6.5,3.5,1.74,1,107.7,6.1,-3.7,12.2,7.8,0.8
Cc1ccc(SCC(=O)NC(=O)NCc2ccco2)cc1C,1629,0.9,14.5,.,0.9,99.6,9.5,-0.5,9.2,1.7,1.1
CC[C@H](C)/C=C(C)/C=C/C1=CC2=CC(=O)[C@]3(C)OC(=O)[C@@H](C(C)=O)[C@@H]3C2=CO1,1467,.,9.5,.,0.9,.,-3.5,3.9,0.0,-1.5,0.9
COCc1cc(C)nc(SCC(=O)Nc2ccc(C)c(C)c2)c1C#N,1501,-6.4,3.0,0.675,1,111.3,6.8,-4.1,2.9,-1.7,1.1
CCCSC1=C(C#N)C(c2cc(OC)ccc2OC)CC(=O)N1 (centres undefined),1535,-4.6,6.8,.,0.9,103.9,2.0,16.2,2.4,0.3,1
Cc1ccc(NC(=O)c2cc(N3C(=O)C=CC3=O)ccc2N2CCOCC2)cc1,1440,-0.4,0.1,-1.09,1,104.3,-4.0,11.4,-8.4,1.5,1.1
Cc1ccc(O)c(NC(=O)c2noc3c2CCc2ccccc2-3)c1,1564,4.5,-21.0,0.681,1.2,97.5,-2.1,-12.7,6.1,0.2,1
COc1ccc(C2CC(=O)N(CC(=O)NCC3CCCO3)c3ccccc3S2)cc1OC (centres undefined),1580,-8.0,-6.9,.,1.1,108.0,-4.1,-3.0,-1.0,-2.3,1
O=C1NC2c3ccccc3C(=O)N2c2c1cnn2-c1ccccc1 (centres undefined),1531,5.8,7.0,1.28,0.9,98.8,5.1,-0.4,1.5,7.7,1

Results in bIAP inh and PPARg SRC3 recr, for some of the entries so far:
Molecule	bIAP inh	PPARg SRC3 recr
COc1cc(C=Nc2cccc(C)c2)c(O)c([N+](=O)[O-])c1	3.5	7.8
Cc1ccc(SCC(=O)NC(=O)NCc2ccco2)cc1C	14.5	1.7

Next part.
canonical_smiles,SRC2 TRFRET art,STAT3 inh,bIAP inh,ROMK primary,bIAP act,STAT3 activator,PPARg SRC-2 ag,STAT1 blocker,PPARg SRC1 recr,PPARg SRC3 recr,TNAP act hiacc
Cc1ccc(O)c(C(=O)c2cc(C#N)c(=O)n(Cc3ccccc3)c2)c1,1439,7.7,11.0,-0.577,0.9,102.6,1.3,15.8,6.3,3.9,1
N#CC1=C(SCC(=O)NC23CC4CC(CC(C4)C2)C3)NC(=O)C(C#N)C12CCCCC2 (centres undefined),1546,33.5,-8.8,-3.69*,1.1,73.6,9.7,13.0,5.8,-2.8,1
CCOc1ccc(OCc2ccc(C(=O)N(CC)CC)cc2)cc1,1684,-4.4,-28.1,0.0301,1.3,107.7,2.5,-9.3,-2.9,-0.6,1
O=C(Nc1ccccc1)C1Cc2ccccc2CN1C(=O)c1ccco1 (centres undefined),1621,-48.7,3.6,0.411,1,140.7*,8.9,-32.6,0.3,0.1,1
Cc1cc(Cl)ccc1OCC(=O)N1C(C)CCCC1C (centres undefined),1723,2.7,-1.0,-1.15,1,100.3,11.3,1.4,5.9,1.8,1
O=C(Cc1cccc2ccccc12)Nc1ccc2oc(-c3ccccc3)nc2c1,1883,31.2,9.2,0.603,0.9,78.2,3.1,-2.5,-6.0,-7.8,1
CNc1cccc2c1C(=O)c1ccccc1C2=O,1540,6.5,9.2,.,0.9,91.2,7.8,-16.7,8.5,3.4,0.8
CC1(C)Cc2c(sc(NC(=O)C3CC(Cl)=CCC3C(=O)O)c2C#N)CO1 (centres undefined),1629,2.0,-3.9,-0.015,1,100.2,2.7,-5.6,-1.2,1.1,1
CC(C)(C)NC(=O)Cn1ccc(=N)c2ccccc21,1438,11.3,17.2,.,0.8,94.9,-3.9,-7.2,-3.3,-1.4,1
COc1ccc(CN2CCN(C(=O)c3cccs3)CC2)c(OC)c1OC,1573,8.3,-1.0,-0.277,1,95.1,-9.2,15.2,4.1,-11.9,1
COCCn1c(-c2ccc(OC)cc2)cnc1SCC(=O)Nc1cccc2ccccc12,1749,-6.9,-2.3,.,1,110.7,7.3,2.7,5.0,1.1,1
CC1=C(C(=O)OCc2ccccc2)C(c2ccco2)n2ncnc2N1 (centres undefined),1323,-1.8,4.7,.,1,100.8,-3.4,14.8,1.4,1.2,1
Cn1c(SCC(=O)NCc2ccccc2)nnc1C1CC1,1592,2.5,0.1,-0.244,1,100.1,4.7,-3.2,2.9,-13.3,1
O=C(NC(=S)NCc1nc2ccccc2[nH]1)c1ccc(F)cc1,1487,13.0,15.5,0.229,0.8,91.2,0.1,-3.8,-0.1,-2.4,1
CCCCSc1nnc2c(n1)[nH]c1ccccc12,1353,21.1,12.4,0.789,0.9,80.5,4.9,-42.9,-2.4,-1.1,1.1
O=C(NCc1ccco1)c1ccc(Cn2cc([N+](=O)[O-])cn2)o1,1612,7.5,5.8,-0.102,0.9,98.6,0.5,5.8,0.7,-1.4,1
O=C(COC(=O)/C=C/c1cccc(C(F)(F)F)c1)Nc1cccc2ccccc12,1516,-1.1,11.7,0.346,0.9,99.1,-0.7,-9.7,-5.9,3.8,1.1
Cn1c(=O)oc2cc(S(=O)(=O)N3CCN(c4ccccc4)CC3)ccc21,1654,-15.2,-6.3,.,1.1,116.5,4.4,-8.9,2.2,-0.9,1
Cc1cccc(SCC(=O)Nc2ccccc2[N+](=O)[O-])c1,1717,18.0,32.4,-1.94,0.7,93.4,-3.8,2.8,2.6,1.4,1
COc1ccc(-c2c(C(C)=O)c(C)nc3sc4c(=O)n(-c5ccc(C)cc5)nnc4c23)cc1,1799,21.2,3.2,.,1,84.8,4.5,8.9,6.1,2.3,1

Reprinted from above, 2 compounds:
canonical_smiles,SRC2 TRFRET art,STAT3 inh,bIAP inh,ROMK primary,bIAP act,STAT3 activator,PPARg SRC-2 ag,STAT1 blocker,PPARg SRC1 recr,PPARg SRC3 recr,TNAP act hiacc
COCCn1c(-c2ccc(OC)cc2)cnc1SCC(=O)Nc1cccc2ccccc12,1749,-6.9,-2.3,.,1,110.7,7.3,2.7,5.0,1.1,1
CC1=C(C(=O)OCc2ccccc2)C(c2ccco2)n2ncnc2N1 (centres undefined),1323,-1.8,4.7,.,1,100.8,-3.4,14.8,1.4,1.2,1
